From PubChem
BioA inh – inhibitors of Mycobacterium tuberculosis BioA enzyme. AID 602481. purified M. tuberculosis BioA enzyme, plate reader. actives 0.096% (n = 360,000). inhibition, % at 9.99 µM; in the data active = inhibition above about 40%; inconclusive = no clear call, values can overlap the other calls
GDH-TPI inh – inhibits GDH-TPI coupling enzymes, artifact for Mtb FBA screen; GDH-TPI coupled enzyme counterscreen, NADH absorbance; inhibition, % at 4.8 µM; actives 1.2% (n = 360,000); AID 588335;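 also: 0% = DMSO wells and 100% = wells lacking the enzyme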
Mtb UGM inh – blocks M. tuberculosis UGM enzyme. actives 0.06% (n = 320,000). AID 504406. inhibition, % at 10 µM. purified UGM, fluorescence polarization probe displacement. P9WIQ1; in the data active = inhibition above about 10%, passing the limit was not always enough; inconclusive = no clear call, values can overlap the other calls
Target sequence (P9WIQ1 whole entry, looked up): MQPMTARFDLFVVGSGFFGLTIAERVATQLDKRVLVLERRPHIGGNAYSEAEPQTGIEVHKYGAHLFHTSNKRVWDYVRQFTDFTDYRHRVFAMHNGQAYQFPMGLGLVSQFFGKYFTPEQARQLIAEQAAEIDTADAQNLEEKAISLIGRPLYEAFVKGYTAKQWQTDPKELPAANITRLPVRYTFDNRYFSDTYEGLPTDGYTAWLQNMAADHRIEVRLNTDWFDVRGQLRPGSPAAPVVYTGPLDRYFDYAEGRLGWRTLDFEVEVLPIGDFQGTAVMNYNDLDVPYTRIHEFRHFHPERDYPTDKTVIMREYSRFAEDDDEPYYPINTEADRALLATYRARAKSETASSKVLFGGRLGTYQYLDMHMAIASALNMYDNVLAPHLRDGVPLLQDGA
CCHF vOTU inh – CCHFV vOTU protease inhibition | actives 0.55% (n = 370,000) | AID 651958 | Pep-AMC fluorescence | inhibition, % at 11.5 µM; also: 0% = vehicle wells with enzyme and 100% = no enzyme wells
BoNT-F LC inh – inhibitors of Botulinum neurotoxin F light chain protease; actives 0.22% (n = 360,000); Multiplex microsphere protease cleavage assay, flow cytometry; inhibition, % at 10 µM; AID 588497; in the data active = inhibition above about 35%, passing the limit was not always enough; inconclusive = no clear call, values can overlap the other calls; also: plate controls were buffer without enzyme for full effect and enzyme alone for no effect
Rv3671c inh – Rv3671c (M. tuberculosis) protease inhibition | AID 2606 | P9WHR9 | actives 0.048% (n = 320,000) | inhibition, % at 5.96 µM; in the data active = inhibition above about 38%;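 also: extracellular domain of Rv3671c used as enzyme; 0% = enzyme with DMSO and 100% = no enzyme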
VHR inh abs – DUSP3 (human) phosphatase inhibition | recombinant VHR phosphatase, pNPP absorbance | inhibition, % at 13.3 µM | actives 0.52% (n = 290,000); in the data active = inhibition above about 50%; also: some compounds called inactive have numbers as strong as hits
Target sequence (P51452 whole entry, looked up): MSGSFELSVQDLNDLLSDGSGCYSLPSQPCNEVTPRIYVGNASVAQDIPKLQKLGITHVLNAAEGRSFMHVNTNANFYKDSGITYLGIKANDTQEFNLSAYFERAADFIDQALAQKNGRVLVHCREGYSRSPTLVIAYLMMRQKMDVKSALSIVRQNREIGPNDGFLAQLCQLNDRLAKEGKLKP
MazF activator – MazEF (E. coli) toxin RNase activation; activation, % at 20 µM; FAM/BHQ RNA-DNA oligo cleavage fluorescence, 5 h; P0AE70; actives 0.32% (n = 350,000); in the data active = activation above about 50%
Target sequence (P0AE70 whole entry, looked up): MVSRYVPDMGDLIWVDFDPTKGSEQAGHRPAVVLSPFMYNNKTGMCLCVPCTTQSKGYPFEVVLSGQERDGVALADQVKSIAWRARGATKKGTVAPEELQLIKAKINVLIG
FadD28 FP inh – inhibitors of Mycobacterium tuberculosis FadD28 bisubstrate binding; FadD28 bisubstrate probe binding, fluorescence polarization; inhibition, % at 12.5 µM; actives 0.22% (n = 360,000); AID 588549; in the data active = inhibition above about 8.5%, passing the limit was not always enough; inconclusive = no clear call, values can overlap the other calls
Mtb FBA inh – inhibits M. tuberculosis FBA enzyme; purified M. tuberculosis FBA, fluorescence read-out; inhibition, % at 1 µM; actives 2.3% (n = 360,000); AID 588726; in the data active = inhibition above about 27%;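 also: 0% = vehicle and 100% = reference inhibitor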
Target sequence (P9WQA3 whole entry, looked up): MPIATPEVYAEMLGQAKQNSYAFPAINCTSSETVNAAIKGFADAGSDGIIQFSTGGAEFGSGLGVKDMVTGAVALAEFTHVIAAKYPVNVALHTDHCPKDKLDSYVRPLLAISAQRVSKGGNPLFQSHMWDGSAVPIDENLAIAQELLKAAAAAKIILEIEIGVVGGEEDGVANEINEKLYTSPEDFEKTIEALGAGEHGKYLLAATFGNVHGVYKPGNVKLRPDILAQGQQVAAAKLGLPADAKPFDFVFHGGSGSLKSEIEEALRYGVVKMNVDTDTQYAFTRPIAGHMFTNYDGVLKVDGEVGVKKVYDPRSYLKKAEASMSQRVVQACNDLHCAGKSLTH
An asterisk follows results filed as active; ? = inconclusive; . = not tested or not shown. Rule as the data show it, unless noted: active = inhibition above about 30%; inactive = the rest.

1: CCc1cc(Cn2nc(-c3ccccc3)cc2C(=O)NCc2cccc(C(F)(F)F)c2)on1
2: CCOc1ccc(NC(=O)Cn2nnc(C(=O)NCc3ccccc3OC)c2N)cc1
3: CCCn1c2ccccc2c2cnn(CC(=O)NCCN(C)C)c(=O)c21
4: Cc1cc(=O)c2c(O)c(O)ccc2o1
5: Cc1cc(C=C2C(=O)NC(=O)NC2=O)c(C)n1-c1ccncc1
6: C=CCn1c(SCC)nc(O)cc1=O
assay / entry,1,2,3,4,5,6
BioA inh,1.0,0.5,-0.8,-1.4,-1.9,2.6
GDH-TPI inh,5,14,9,14,3,1
Mtb UGM inh,0.7,-0.6,0.9,2.3,-0.9,2.9
CCHF vOTU inh,9,8,-23,-5,9,3
BoNT-F LC inh,-8,-24,-48,-11,3,-11
Rv3671c inh,-73,-2,.,6,-11,0
VHR inh abs,.,19,23,8,-3,-2
MazF activator,-5,-42,1,9,-12,-2
FadD28 FP inh,-3.1,-1.1,-0.8,-2.6,-3.1,0.4
Mtb FBA inh,0,-7,16,-9,-7,6

7: Cc1noc(NS(=O)(=O)c2ccc(N/C=C\C(=O)c3ccc(F)cc3)cc2)c1C
8: CCOC(=O)c1c(NC(=O)C(=O)N/N=C/c2ccccc2O)sc2c1CCCCC2
9: COc1ccc(CCC(=O)N2CCN(S(=O)(=O)c3ccc(OC)cc3)CC2)cc1
10: O=C(Nc1ccccc1C(=O)O)c1ccc2c(c1)C(=O)N(c1cccc([N+](=O)[O-])c1)C2=O
11: C[C@@H]1CC=C[C@H]2[C@H]1C(=O)N(Cc1ccccc1)[C@H]2c1ccc(F)c(/C=C/c2ccccc2)c1
12: CC1CCc2c(sc(NC(=O)CCC(=O)O)c2C(=O)NC2CC2)C1 (configuration not stated)
assay / entry,7,8,9,10,11,12
BioA inh,.,0.4,1.8,-0.1,-2.1,7.5
GDH-TPI inh,8,9,2,3,20,9
Mtb UGM inh,-0.4,2.3,1.7,5.4,-0.2,5.5
CCHF vOTU inh,25,9,4,10,-8,10
BoNT-F LC inh,-11,9,-1,-28,-6,-6
Rv3671c inh,-6,0,-10,7,-15,-3
VHR inh abs,12,-8,.,66,26,-2
MazF activator,-10,-68,4,1,-2,-1
FadD28 FP inh,-1.2,-0.7,-0.4,0.1,-0.6,-1.4
Mtb FBA inh,-1,-1,-1,-2,6,1

Complete entries, quoted from the list:
Cc1noc(NS(=O)(=O)c2ccc(N/C=C\C(=O)c3ccc(F)cc3)cc2)c1C is entered as BioA inh: .; GDH-TPI inh: 8; Mtb UGM inh: -0.4; CCHF vOTU inh: 25; BoNT-F LC inh: -11; Rv3671c inh: -6; VHR inh abs: 12; MazF activator: -10; FadD28 FP inh: -1.2; Mtb FBA inh: -1
CC1CCc2c(sc(NC(=O)CCC(=O)O)c2C(=O)NC2CC2)C1 (configuration not stated) is entered as BioA inh: 7.5; GDH-TPI inh: 9; Mtb UGM inh: 5.5; CCHF vOTU inh: 10; BoNT-F LC inh: -6; Rv3671c inh: -3; VHR inh abs: -2; MazF activator: -1; FadD28 FP inh: -1.4; Mtb FBA inh: 1
O=C(Nc1ccccc1C(=O)O)c1ccc2c(c1)C(=O)N(c1cccc([N+](=O)[O-])c1)C2=O is entered as BioA inh: -0.1; GDH-TPI inh: 3; Mtb UGM inh: 5.4; CCHF vOTU inh: 10; BoNT-F LC inh: -28; Rv3671c inh: 7; VHR inh abs: 66; MazF activator: 1; FadD28 FP inh: 0.1; Mtb FBA inh: -2

Further records:
13: O=C(Nc1nc(-c2ccccc2)nc2ccccc12)c1ccc(F)cc1
14: COc1ccc(C(CNC(=O)c2ccc3c(c2)C(=O)N(CCC(C)C)C3=O)N2CCOCC2)cc1 (configuration not stated)
15: Cc1ccc(CNC(=O)c2ccc(N3CCC4(CC3)CC(c3ccccc3)=NO4)c(NC(=O)c3ccc(Cl)c([N+](=O)[O-])c3)c2)cc1
16: COc1ccc(CNC(=O)COC(=O)c2c[nH]c(=O)[nH]c2=O)cc1OC
17: CCn1cc(C(=O)NCc2ccco2)c(=O)c2cc(S(=O)(=O)N3CCC(C)CC3)ccc21
18: O=C(CC1SC(=Nc2ccc(OC(F)F)cc2)N(CCN2CCOCC2)C1=O)Nc1ccc(F)cc1F (configuration not stated)
assay / entry,13,14,15,16,17,18
BioA inh,.,-0.3,-1.2,-1.9,2.3,2.5
GDH-TPI inh,12,3,10,7,7,-2
Mtb UGM inh,-0.4,0.3,-0.8,2.0,1.1,-1.7
CCHF vOTU inh,-11,-4,-2,-5,9,20
BoNT-F LC inh,-2,-16,-8,-2,0,0
Rv3671c inh,-5,-5,-30,7,-17,0
VHR inh abs,29,7,.,32,-1,-13
MazF activator,-30,-7,-6,1,-5,-2
FadD28 FP inh,1.2,-1.0,-2.1,-0.6,0.7,-2.2
Mtb FBA inh,0,2,-1,-2,-1,6

19: O=C(NCc1ccccn1)C1CCN(S(=O)(=O)c2ccccc2)CC1
20: CC1CCN(CC(O)COc2ccc(F)cc2)CC1 (configuration not stated)
21: Cc1cc(C)nc(NS(=O)(=O)c2ccc(N3Cc4ccccc4C3=O)cc2)n1
22: Cc1ccc2cc(CN(CC3CCCO3)S(=O)(=O)c3ccccc3)c3nnnn3c2c1 (configuration not stated)
23: O=S(=O)(Nc1ccc(F)cc1)c1ccc(S(=O)(=O)N2CCOCC2)cc1
24: CC(C)(C)OC(=O)N(Cc1ccccc1)Cc1ccccc1OCc1cccc(NC(=O)C2CCC2)c1
assay / entry,19,20,21,22,23,24
BioA inh,.,2.8,.,-1.9,-1.0,-1.1
GDH-TPI inh,8,0,6,-5,-5,-5
Mtb UGM inh,-0.7,0.5,0.5,-15,2.3,.
CCHF vOTU inh,9,-1,-2,0,3,16
BoNT-F LC inh,-6,-10,2,10,1,0
Rv3671c inh,-1,-4,0,-1,4,.
VHR inh abs,13,4,4,40,.,.
MazF activator,2,10,-1,-2,4,-2
FadD28 FP inh,0.4,-1.7,-0.4,-4.1,.,-3.9
Mtb FBA inh,2,2,4,-2,-1,-1

25: COCCCNC(=O)c1cc(S(=O)(=O)NCCCN2CCCC2=O)ccc1Cl
26: CS(=O)(=O)N1CCC(C(=O)N2CCN(c3ccccc3)CC2)CC1
27: Cc1cc(C)nc(N2CCC(C(=O)NCCc3ccc(F)cc3)CC2)n1
28: CCC1CCCCN1C(=O)CSc1nnc(-c2ccc(Cl)s2)o1 (configuration not stated)
29: CSC1=C(C#N)C(c2ccc(Cl)cc2)C2=C(CC(C)(C)CC2=O)N1 (configuration not stated)
30: CC(=O)c1cccc(-c2ccc3c(c2)C(C)(Cc2ccc(S(C)(=O)=O)cc2)C(=O)N3)c1 (configuration not stated)
assay / entry,25,26,27,28,29,30
BioA inh,-0.7,.,-2.2,1.1,-0.4,0.9
GDH-TPI inh,2,-1,4,-4,-2,6
Mtb UGM inh,-0.7,2.9,2.3,-0.6,3.1,.
CCHF vOTU inh,3,-7,-6,21,-6,4
BoNT-F LC inh,?,-2,-9,-4,-3,-1
Rv3671c inh,13,7,2,0,-6,.
VHR inh abs,.,16,21,23,24,.
MazF activator,-1,7,-2,8,6,.
FadD28 FP inh,-0.4,-3.2,-0.2,-2.8,-4.9,-1.7
Mtb FBA inh,2,0,1,1,-1,0

31: COc1ccc(S(=O)(=O)N(C)c2ccc(C(=O)N3CCN(c4ccccc4)CC3)cc2)cc1OC
32: Cn1nccc1C(=O)Nc1nnc(C2CC2)s1
33: COc1ccc(NC(=O)CSc2nnnn2C)cc1S(=O)(=O)N1CCCCC1
34: Cc1ccc(SCc2c(C(=O)N/N=C/c3ccccc3)nnn2-c2nonc2N)cc1
35: Cc1ccc[n+](CC(=O)Nc2cc(C(F)(F)F)ccc2Cl)c1
36: NS(=O)(=O)c1ccc(O)c(NC(=O)c2ccc([N+](=O)[O-])cc2)c1
assay / entry,31,32,33,34,35,36
BioA inh,0.9,-2.1,-0.4,.,-1.2,-0.6
GDH-TPI inh,-9,8,1,2,0,1
Mtb UGM inh,3.2,2.9,.,1.5,-3.6,2.4
CCHF vOTU inh,2,3,12,-5,-7,17
BoNT-F LC inh,-12,-4,-2,-2,4,-10
Rv3671c inh,6,0,-2,-5,5,0
VHR inh abs,19,19,.,-13,24,12
MazF activator,6,-2,-5,8,4,-6
FadD28 FP inh,1.3,-1.7,-0.4,-1.4,-0.3,0.9
Mtb FBA inh,0,0,4,5,0,3

37: COc1ccc(N=C2NC(=O)/C(=C\c3ccco3)S2)cc1
38: CC(NC(=O)CCC(=O)c1ccccc1)c1ccc(F)cc1 (configuration not stated)
39: C/C(=N\NS(C)(=O)=O)c1ccc(C)cc1
40: CCN1CCN(CCNC(=O)c2cc(Cl)c(NC(=O)C3=C(C)OCCS3)cc2OC)CC1
41: Cc1ccc(CN2CCN(CCCc3ccccc3)CC2CCO)cc1 (configuration not stated)
42: CC(=O)Nc1ccc(NC(=O)C(C)OC(=O)c2ccc(-n3cnnn3)cc2)cc1 (configuration not stated)
assay / entry,37,38,39,40,41,42
BioA inh,-1.6,-0.2,0.1,1.4,1.5,.
GDH-TPI inh,12,1,-5,7,6,-10
Mtb UGM inh,-1.7,-2.0,2.7,-0.5,-2.6,1.0
CCHF vOTU inh,-1,0,16,-4,8,-9
BoNT-F LC inh,0,-5,0,-2,-1,-7
Rv3671c inh,5,-10,0,-5,2,5
VHR inh abs,13,.,13,5,-5,.
MazF activator,-12,0,-9,11,0,-4
FadD28 FP inh,1.1,-0.6,-2.4,-3.2,-1.5,-0.3
Mtb FBA inh,-3,1,0,-2,-2,5

43: CCC1CCc2sc(C(=O)N3CCCN(C)CC3)cc2C1 (configuration not stated)
44: Cc1cc(NC(=O)NC(=O)c2ccccc2NC(=O)C(C)N)ccc1Oc1ncc(Br)cn1 (configuration not stated)
45: CC(=O)c1c(OC(=O)c2ccc(C)cc2)c2ccccc2n1C
46: COc1ccc(Cc2noc(CN3CCN(C4CCc5ccccc5C4)CC3)n2)cc1OC (configuration not stated)
47: CC(=O)c1ccc(OCC(O)CNCc2ccc3c(c2)OCO3)cc1 (configuration not stated)
48: Cc1cc(C)nc(SCc2nc3ccccc3n2C)n1
assay / entry,43,44,45,46,47,48
BioA inh,-0.3,.,.,.,.,2.4
GDH-TPI inh,5,8,14,6,-3,1
Mtb UGM inh,6.8,.,-0.4,0.4,2.2,-0.2
CCHF vOTU inh,0,7,-14,-10,-6,8
BoNT-F LC inh,2,7,-7,-7,-9,-20
Rv3671c inh,2,.,0,7,4,0
VHR inh abs,8,.,10,10,24,29
MazF activator,1,1,-12,11,13,3
FadD28 FP inh,-2.1,-5.8,-0.8,-1.4,-2.1,-0.7
Mtb FBA inh,0,-2,-2,2,2,-4

49: Cc1ccc(S(=O)(=O)N2CCCCC2)cc1NC(=O)Cn1ccc(C(F)(F)F)n1
50: CC(=O)c1nn(-c2ccccc2)c(=Nc2ccccc2)cc1C
51: Fc1ccc(Nc2ncnc3sc4c(c23)CCC4)cc1
52: COC(=O)c1ccc(COc2ccccc2/C=N/Nc2cccc(C(=O)O)c2)cc1
53: Cc1ncoc1C(=O)N1CCCC(C(=O)c2ccc(-c3ccccc3)cc2)C1 (configuration not stated)
54: COc1ccc(OC)c(N(C(=O)c2snc(C(N)=O)c2N)C(C(=O)NCC2CCCO2)c2ccc3ncccc3c2)c1 (configuration not stated)
55: COCCNc1nc2nonc2nc1N(C)Cc1cccc2cnccc12
56: CC(C)N1C(=O)CCN(C=O)c2ccccc21
57: CC(=O)CCS(=O)(=O)c1ccc(C)c(C)c1
assay / entry,49,50,51,52,53,54,55,56,57
BioA inh,-0.4,.,5.2,.,.,-0.8,0.9,.,0.6
GDH-TPI inh,4,.,3,-1,-7,10,18,5,5
Mtb UGM inh,-2.1,.,0.1,.,-1.0,1.0,-4.2,-0.4,3.5
CCHF vOTU inh,6,-3,0,9,-1,6,6,-6,8
BoNT-F LC inh,-1,-9,-9,-3,3,-6,-3,-4,?
Rv3671c inh,5,.,1,.,-1,-5,3,-5,0
VHR inh abs,7,.,9,14,20,-4,-5,-14,7
MazF activator,0,.,-3,-1,-1,4,8,-7,-4
FadD28 FP inh,-3.5,0.2,-1.3,1.5,-1.3,-1.9,-4.4,1.3,-3.1
Mtb FBA inh,-1,2,-1,0,-1,2,0,8,3
